# Assay outcomes deposited in PubChem BioAssay by National Center for Advancing Translational Sciences (NCATS).
# PKM2 activator = PKM2 (human) enzyme activation; Potency, µM (highest dose often 57.5 µM), for inactives: at the top dose activation, actives largely listed as activators; P14618; purified PKM2, Kinase-Glo ATP luminescence, activation; response scale: 0% is enzyme alone, no compound; actives 0.34% (n = 260,000); note: potency is the fitted concentration of half-maximal effect; % is set by controls: 0 for no effect and ±100 for the full control effect; nearly all actives have a fitted effect of over 55% in size
# Target sequence (P14618 whole entry, looked up): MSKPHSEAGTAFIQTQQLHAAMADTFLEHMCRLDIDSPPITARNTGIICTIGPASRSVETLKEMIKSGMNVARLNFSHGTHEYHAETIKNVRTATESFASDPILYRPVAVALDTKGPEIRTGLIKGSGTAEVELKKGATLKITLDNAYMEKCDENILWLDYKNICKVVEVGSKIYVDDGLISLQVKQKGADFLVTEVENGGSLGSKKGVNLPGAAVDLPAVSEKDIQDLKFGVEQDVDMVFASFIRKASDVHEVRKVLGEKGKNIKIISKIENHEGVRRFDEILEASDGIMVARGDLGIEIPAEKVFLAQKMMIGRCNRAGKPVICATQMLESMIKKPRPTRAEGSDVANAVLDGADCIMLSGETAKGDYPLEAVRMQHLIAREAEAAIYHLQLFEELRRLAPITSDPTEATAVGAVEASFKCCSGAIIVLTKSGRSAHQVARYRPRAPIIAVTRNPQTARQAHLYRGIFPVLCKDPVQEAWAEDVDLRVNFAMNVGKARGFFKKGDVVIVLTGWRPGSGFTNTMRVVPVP
#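 ATP formation by purified human PK-M2, quantified via coupled luciferase luminescence after 1 h at room temperature with 0.1 mM ADP and 0.5 mM PEP final.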
# Eya2 inh = inhibitors of human Eya2 phosphatase activity | O00167 | recombinant Eya2, OMFP fluorescence dephosphorylation (OMFP is methylfluorescein phosphate) | Potency, µM (doses to about 76.9 µM), inactives show at the top dose activity, negative = inhibition, hits mostly inhibitors | actives 0.006% (n = 330,000) | AID 488837; note: potency is the fitted concentration of half-maximal effect; % is set by controls: 0 for no effect and ±100 for the full control effect
#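 Eya2 (0.2 uM) preincubated 10 min at ambient with compound, then OMFP substrate added at 50 uM; 10 min reaction in 50 mM HEPES pH 7.5, 50 mM NaCl, 5 uM MgCl2, 0.05% BSA, 1 mM DTT. Fluorescence read at Ex 485/Em 525 nm.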
# USP2a inh = inhibitors of human ubiquitin-specific protease USP2a. O75604. USP2 core, Ub-CHOP2 coupled fluorogenic reporter, 485/531. Potency, µM (top dose mostly 38.3 µM), for inactives: top-dose activity change, negative = inhibition, most hits filed as inhibitors. actives 0.01% (n = 330,000). AID 463254;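 note: potency is the fitted concentration of half-maximal effect; plate controls were DMSO wells for no effect and full inhibition by NEM control for full effect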
#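 Deubiquitinase activity read as fluorescence (485/531 nm) after Ub-CHOP2 cleavage activates the enterokinase reporter on its substrate; USP2 core 10nM, Ub-CHOP2 and substrate 25nM each, 30min compound preincubation then 60min RT; data normalized to NEM, curves fitted.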
# Mito fusion yeast = mitochondrial division inhibition or fusion activation; S. cerevisiae fusion-defective mutant growth rescue, CellTiterGlo 48 h; Potency, µM (titrated, usually from 46.1 µM), inactives show at the top dose growth rescue (activation), actives largely listed as activators; actives 0.23% (n = 320,000);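 note: potency is the fitted concentration of half-maximal effect; % of control where 0% means no effect; nearly all actives have a fitted effect of over 45% in size; temperature-sensitive fusion mutants such as fzo1-1 at 37 °C on non-fermentable ethanol glycerol medium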
#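 Compounds are tested for their ability to restore growth of mitochondrial fusion-defective yeast strains at non-permissive 37C in YPEG medium over 48 hours. Viability is quantified by luciferase luminescence.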
# TSHR antagonist = antagonists of human thyroid stimulating hormone receptor. TSHR-expressing cells, TSH-stimulated cAMP HTRF, 2 h; active compounds read low. activity change, negative = inhibition, % at 11.5 µM. actives 0.2% (n = 330,000). AID 504810. P16473;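 active = activity change below a set negative limit, meaning inhibition stronger than a set level, cut at about -70% in these data; inconclusive = activity change between two set negative limits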; note: % is set by controls: 0 for no effect and ±100 for the full control effect
#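 Inhibition of cAMP made by TSHR-expressing cells under TSH stimulation (4nM final, EC80; 2 h, 37 deg C) is quantified with a one-step lysis HTRF kit, anti-cAMP cryptate versus cAMP-d2.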
# BCR signal inh = inhibitors of chronic active B-cell receptor signaling | ABC-DLBCL IkBa-CBG/CBR reporter, luminescence ratio, 4 h | Potency, µM (top dose mostly 46.1 µM), without a hit: top-dose ratio change, negative = lower green/red ratio, actives largely listed as inhibitors | actives 0.05% (n = 340,000) | AID 493014; active = well fitted inhibition curve with a large enough effect in the signal ratio, with a control signal flat, not every such curve was filed as active; inconclusive = small, poorly fitted or top-dose-only effect, or effect the other way, or a change in a side signal; the % refers to the signal ratio;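 note: potency is the fitted concentration of half-maximal effect; plate controls were basal doxycycline-induced cells for no effect and cells given 10 µM MG132 for full effect; MG132 reads +100%, hits lower the ratio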
#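 TMD8 human ABC-DLBCL cells with doxycycline-inducible IκBα–green luciferase fusion and unfused red luciferase, in 0.5% FBS medium; compounds up to 46 uM, 4 h at 37C. Green/red luminescence ratio, filter-overlap corrected, fitted to concentration-response curves.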
# S-ASM inh = human S-ASM enzyme inhibition | Potency, µM (top dose mostly 57.5 µM), for the others: top-dose activity change, negative = inhibition, actives largely listed as inhibitors | actives 0.006% (n = 340,000) | P17405 | placental ASM, HMU-PC fluorogenic substrate, 60 min; note: potency is the fitted concentration of half-maximal effect
# Target sequence (P17405 47-631 limits assumed): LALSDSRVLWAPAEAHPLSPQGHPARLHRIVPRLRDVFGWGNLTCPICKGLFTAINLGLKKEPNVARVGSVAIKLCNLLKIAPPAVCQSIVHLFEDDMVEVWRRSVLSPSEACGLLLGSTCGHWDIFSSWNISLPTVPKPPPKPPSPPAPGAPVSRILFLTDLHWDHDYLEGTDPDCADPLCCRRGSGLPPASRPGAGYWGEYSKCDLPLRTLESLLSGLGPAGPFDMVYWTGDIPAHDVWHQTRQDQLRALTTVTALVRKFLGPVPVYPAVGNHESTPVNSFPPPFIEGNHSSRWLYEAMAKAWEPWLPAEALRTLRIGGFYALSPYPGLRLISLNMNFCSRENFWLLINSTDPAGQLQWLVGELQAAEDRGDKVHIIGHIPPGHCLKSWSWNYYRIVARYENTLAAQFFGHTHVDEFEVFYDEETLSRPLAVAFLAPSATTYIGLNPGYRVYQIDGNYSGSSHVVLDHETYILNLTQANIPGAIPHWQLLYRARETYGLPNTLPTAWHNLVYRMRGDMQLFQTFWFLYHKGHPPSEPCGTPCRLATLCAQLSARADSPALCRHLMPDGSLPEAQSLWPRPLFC
#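 Fluorescence read-out (Ex 386 nm, Em 447 nm) after stopping the reaction at pH 10. Enzyme: ASM from human placenta; substrate HMU-PC0, 9 uM final; 60 min, 37 °C. Compound preincubation 10 min, ambient temperature.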
# MBNL1-CUG inh = inhibitors of human MBNL1 binding to CUG repeat RNA. Q9NR56. TR-FRET MBNL1-His/biotin-(CUG)12 binding, 665/545 ratio. Potency, µM (highest dose often 57.5 µM), inactives show at the highest dose activity change, negative = inhibition, most hits filed as inhibitors. actives 0.036% (n = 280,000). AID 2675; active = well fitted inhibition curve with a large enough effect in the signal ratio, with a control signal flat, not every such curve was filed as active; inconclusive = small, poorly fitted or top-dose-only effect, or effect the other way, or a change in a side signal; inactive = no such curve, though single readings can be large or run the other way; the % refers to the signal ratio; note: potency is the fitted concentration of half-maximal effect; % is set by controls: 0 for no effect and ±100 for the full control effect
#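 His-tagged MBNL1 binding to biotinylated (CUG)12 RNA was measured by TR-FRET using terbium anti-His antibody (0.055 ng/ul final) and streptavidin-XL665 (5 nM final). Compounds were titrated 92 nM to 58 uM; 60 min at room temperature.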
# KCNH2 WT inh = KCNH2 (human, wildtype) channel inhibition; Q12809; U2OS, BacMam KCNH2, thallium flux FluxOr; active compounds read low; actives 0.37% (n = 340,000); activity change, % at 1.84 µM;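 active = maximum activity change below -70%; inconclusive = maximum activity change between -70% and -50%; inactive = maximum activity change above -50%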; note: % is set by controls: 0 for no effect and ±100 for the full control effect
#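 U2OS cells were transduced with wild-type KCNH2 virus (2.03 x 10^8 / mL) for 4 h at room temperature, then cultured overnight at 37 C. Thallium flux was read with FluxOr dye. Rate constants were normalized to DMSO controls.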
# Menin-MLL TR inh = inhibitors of human menin-MLL interaction, mutant MLL peptide | O00255 | Menin + Texas Red MLL mutant peptide, fluorescence polarization | Potency, µM (titrated, usually from 61.6 µM), inactives show at the highest dose FP activity change, negative = inhibition, hits mostly inhibitors | actives 0.23% (n = 270,000); active = well fitted inhibition curve with a large enough effect in the polarisation, with a control signal flat, not every such curve was filed as active; inconclusive = small, poorly fitted or top-dose-only effect, or effect the other way, or a change in a side signal; inactive = no such curve, though single readings can be large or run the other way; the % refers to the polarisation; note: potency is the fitted concentration of half-maximal effect; % of control where 0% means no effect; many of its hits are not listed in these tables
# GALK inh = inhibitors of human galactokinase | P51570 | Purified GALK, Kinase-Glo residual ATP luminescence | Potency, µM (titrated, usually from 57.5 µM), without a hit: at the top dose activity change, negative = inhibition, most hits filed as inhibitors | actives 0.007% (n = 270,000) | AID 1868; note: potency is the fitted concentration of half-maximal effect; % is set by controls: 0 for no effect and ±100 for the full control effect
#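 Luminescence from leftover ATP (Ultra-Glo luciferase/luciferin) served as read-out after a 1 h room-temperature reaction of 5 nM GALK with 35 uM ATP and 100 uM galactose.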
# Starred values were filed as active, the others as inactive; i = inactive; u = inconclusive; x = no result given; [ ] = another dose, or the depositor's remark. Unless noted, calls come from the whole dose curve; as a rule, active = well fitted curve in the direction sought with a large enough effect; inconclusive = small, poorly fitted or top-dose-only effect, or another doubt; inactive = no such curve, though single readings can be large; an effect the other way counts as inactive or inconclusive. A portion of the library; rates above refer to the full screens.
SMILES,PKM2 activator,Eya2 inh,USP2a inh,Mito fusion yeast,TSHR antagonist,BCR signal inh,S-ASM inh,MBNL1-CUG inh,KCNH2 WT inh,Menin-MLL TR inh,GALK inh
COCCNC(=O)Cn1cc(S(=O)(=O)N2CCN(c3ccccc3F)CC2)c2ccccc2c1=O,-3.8%,-0.1%,4.5%,-6.3%,1.4,-1.1%,-3.1%,1.6%,-9.9,1.3%,-1.8%
CCN1C(=O)[C@H]2[C@H]3CN=C(SCc4ccc(C#N)cc4)N3[C@@](C)(C(=O)OC)[C@H]2C1=O,x,0.5%,9.2%,x,6.2,5.2%,1.7%,x,-1.5,x,x
Fc1ccc(CNC(=S)Nc2ccccc2Cl)cc1,7.2%,3.6%,-1.3%,0.4%,3.9,4.9%,3.9%,-9.2%,-4.0,1.1%,-3.6%
COc1ccc(NC(=O)c2ccc3c(c2)OCO3)cc1S(=O)(=O)N1CCOCC1,x,2.6%,-4.6%,x,-0.1,-4.8%,1.5%,x,2.9,x,x
COc1cc2nc(CN3CCN(S(=O)(=O)c4ccccc4C(F)(F)F)CC3)[nH]c(=O)c2cc1OC,x,-5.3%,2.6%,x,-3.0,u,-3.8%,x,-1.0,x,x
CCC(C)(C)C1CCc2[nH]nc(C(=O)NC3CCCCC3)c2C1 (configuration not stated),x,12.0%,2.8%,11.3%,-6.2,0.5%,5.1%,x,-5.6,x,x
Cc1ccc(OCC(=O)NC(=S)Nc2ccc3c4c(cccc24)CC3)cc1,-3.2%,3.7%,0.4%,-0.2%,0.9,-2.2%,-1.1%,23.8%,-4.9,-4.0%,x
O=C(OC1CCOC1=O)c1ccc(NS(=O)(=O)c2cccs2)cc1 (configuration not stated),-4.9%,4.3%,2.9%,-3.4%,3.3,4.8%,-0.8%,-3.4%,-4.5,4.1%,-1.4%
O=C(CSc1nc2c(c(=O)n1-c1ccccc1)SCC2)NCC1CCCO1 (configuration not stated),2.7%,u,0.5%,-2.1%,-4.1,u,-0.8%,15.1%,-0.8,x,-0.2%
CC(=O)N1CCN(c2cc(N3CCc4ccccc4C3)c(F)cc2[N+](=O)[O-])CC1,-0.8%,2.2%,-5.0%,7.7%,-12.4,u,u,u,9.6,-2.8%,-2.9%
CC(C)c1ccc(NC2CCCN(C(=O)CCN3CCCCO3)C2)cc1 (configuration not stated),-0.2%,-5.4%,0.0%,0.7%,14.4,u,0.6%,-3.8%,-3.4,x,-6.4%
COc1nc(NCCc2ccc(OC)c(OC)c2)nc(Nc2ccccc2)n1,6.4%,8.4%,-0.2%,-9.5%,-5.0,-16.5%,-1.4%,-9.1%,-10.3,-4.9%,-6.8%
COc1ccc(CNC(=O)COC(=O)CN2C(=O)C(C)Oc3ccc(C)cc32)cc1 (configuration not stated),-0.7%,-11.4%,-5.9%,-3.7%,4.1,0.8%,1.8%,3.8%,9.6,0.1%,7.9%
CCOc1ccccc1NC1c2ccccc2C(=O)N1Cc1ccco1 (configuration not stated),4.5%,4.7%,1.6%,12.8%,-29.1,-2.0%,-1.6%,7.7%,-5.7,-7.6%,1.3%
CCCCn1ccnc1C(=O)c1cccc(S(=O)(=O)N2c3ccccc3CC2C)c1 (configuration not stated),-0.1%,-7.8%,4.2%,1.5%,-24.9,0.1%,-5.2%,-1.8%,-0.3,0.1%,7.6%
CCOc1ccc(CNC(=O)CCSCc2ccccc2F)cc1OC,0.9%,-0.1%,2.7%,-4.8%,-7.5,u,1.8%,-4.8%,4.3,-0.6%,-2.3%
COc1cc(/C=N/Nc2nc3ccccc3[nH]2)cc(Br)c1OCC(=O)N(C)C,u,-1.0%,0.0%,6.4%,3.2,u,9.9%,u,11.3,u,7.7%
CCOC(=O)c1sc(C)c2c1NC(c1ccc(N(C)C)cc1)NC2=O (configuration not stated),17.1%,-8.7%,-1.5%,0.2%,-3.4,-5.2%,27.8%,169.9%[activator],-9.2,4.4%,1.1%
O=C(Cn1cc([N+](=O)[O-])nc1[N+](=O)[O-])N1CCN(c2ccccc2)CC1,-1.1%,-15.5%,-0.6%,-8.3%,25.9,u,-2.3%,u,0.9,-14.8%,4.8%
Cc1nn(-c2ccccc2)c(C)c1NC(=O)COC(=O)c1ccc(Cl)c(S(N)(=O)=O)c1,x,-13.9%,0.2%,1.5%,-13.6,-0.4%,2.2%,x,6.9,x,x
Cc1onc(-c2c(Cl)cccc2Cl)c1-c1nc2cc(Cl)ccc2c(=O)o1,0.2%,-4.7%,-5.0%,6.5%,3.0,u,0.1%,x,-0.2,x,-2.3%
Nc1ccc2oc(-c3ccccc3Cl)cc(=O)c2c1O,14.9%,-16.7%,-0.6%,8.9%,-13.5,0.1%,-8.2%,15.5%,x,u,x
CCOc1ccc(C(=O)NCC(=O)OCc2c(C)noc2C)cc1,-12.1%,-15.1%,-2.7%,-19.8%,-0.5,4.0%,-1.0%,-6.4%,24.3,10.4%,-0.3%
CCCCOC(=O)CN1C(=O)c2ccc(C(=O)OCCCC)cc2C1=O,5.6%,-24.6%,-8.4%,14.3%,-5.5,-3.6%,-20.1%,u,7.5,u,1.1%
COC(=O)c1cc(-c2ccccc2)on1,-5.7%,-4.6%,0.5%,-6.8%,-4.2,1.6%,0.9%,7.3%,-4.5,9.1%,-2.0%
SMILES,PKM2 activator,Eya2 inh,USP2a inh,Mito fusion yeast,TSHR antagonist,BCR signal inh,S-ASM inh,MBNL1-CUG inh,KCNH2 WT inh,Menin-MLL TR inh,GALK inh
Cc1ccc(-c2nc(-c3nccc4ccccc34)oc2-c2ccccc2)cc1,-0.8%,-19.6%,-1.1%,-0.9%,-9.1,u,i,6.7%,0.2,7.6%,-2.7%
O=C(NCCc1c[nH]c2ccccc12)C1CCN(S(=O)(=O)c2ccccc2F)CC1,-3.7%,12.4%,-4.7%,-3.8%,9.1,-3.8%,-1.7%,-1.1%,7.0,15.9%,14.1%
O=C(Nc1ccc(N2CCOCC2)cc1Cl)C1CCN(C(=O)OCc2ccccc2)CC1,3.0%,u,3.7%,-4.3%,-9.5,12.1%,-3.4%,x,0.2,x,-6.4%
CCCCN(C)CCCNC(=O)c1cc(-c2cccs2)nc2ccccc12,x,-3.4%,1.5%,-16.6%,0.5,u,200.9%[activator],u,-22.6,-29.6%,-4.0%
COc1ccc(NS(=O)(=O)c2ccc(NC(=S)NC(=O)CC(C)C)cc2)cc1,3.9%,-21.9%,-0.2%,13.1%,7.1,u,-17.1%,5.7%,-2.4,u,0.2%
Cc1sc(NC(=O)c2ccc(OCC(C)C)cc2)c(C(N)=O)c1-c1ccc(Cl)cc1Cl,-1.0%,11.9%,3.2%,-1.1%,-19.1,-4.8%,189.1%,11.6%,5.8,0.1%,x
O=C(O)CCC(NC(=O)C1CCCN1C(=O)OCc1ccccc1)C(=O)O (configuration not stated),-4.4%,-2.7%,0.1%,4.8%,11.3,-11.8%,-0.6%,-23.9%,4.1,-5.0%,4.9%
C=CC[C@H](CC(=O)N(CCO)Cc1ccccc1)C(=O)N[C@@H](COC(=O)[C@@H](CC=C)CC(=O)OC(C)(C)C)Cc1c[nH]c2ccccc12,x,-4.0%,-10.7%,x,1.6,u,-2.7%,x,0.2,x,x
CCN1C(=O)[C@@H]2[C@@H](c3ccc(-c4cccc(Cl)c4)c(OC)c3)N3CCCC[C@@]3(C(=O)OC)[C@@H]2C1=O,x,20.4%,-0.6%,u,-14.2,8.2%,-6.6%,x,8.6,x,x
CCc1ccc(C2c3[nH]c4ccccc4c3CCN2C(=O)c2cc[n+]([O-])cc2)cc1 (configuration not stated),4.2%,-1.7%,0.0%,0.2%,-3.2,u,-5.2%,4.9%,5.1,x,-1.6%
CCOc1ccc(NS(=O)(=O)c2ccc3c(c2)N(C(C)=O)CCS3)cc1,x,8.2%,3.4%,28.4%,-11.5,u,2.5%,-11.8%,-11.2,x,4.1%
Cc1ccc(S(=O)(=O)N2CCOCC2)cc1C(=O)NCC1CCCCC1,x,-7.9%,1.7%,3.0%,1.8,-0.4%,-2.6%,x,-6.2,x,x
